Source: PubChem BioAssay
DAX1 inh-1 = DAX1 (NR0B1) inhibitors on StAR promoter, primary screen, cell-based, luminescence, SF-1 (NR5A1), full-length DAX-1; HEK293T StAR-luciferase reporter, SF-1/DAX-1 repression relief; inhibition, % at 6.8 µM; 370,000 tested, 1.1% active; AID 652010, 2013;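 active = inhibition above the mean over all tested compounds plus 3 SD, cut at about 3.6% in these data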;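 note: 0% = DAX-1 cells with DMSO and 100% = cells lacking DAX-1 with DMSO; higher inhibition means more luminescence from relief of DAX-1 repression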
FXN GAA850 act = FXN promoter activators, primary screen, cell-based, luciferase luminescence, HEK293 lucGAA850; HEK293 lucGAA850 FXN promoter luciferase reporter, 24 h; percent of 10 µM SAHA response; 360,000 tested, 0.56% active; activation, % at 6 µM; AID 540364, 2011;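 active = activation above the average of all compounds screened plus 3 SD, cutoff fixed separately per campaign, cut at about 7.5% in these data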;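 note: 0% = DMSO wells and 100% = 10 µM SAHA wells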
HGIII-sPLA2 inh = human group III sPLA2 inhibitors, primary screen, biochemical, QFRET, BODIPY PC-A2 liposome substrate; Group 3 secretory phospholipase A2 (Homo sapiens), Q9NZ20; QFRET BODIPY PC-A2 liposome hydrolysis, fluorescence; inhibition, % at 12.2 µM; 370,000 tested, 0.56% active;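 active = inhibition above mean plus 3 SD of compounds lying within the high and low control bounds, cut at about 19% in these data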;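 note: 0% = median of test compound wells and 100% = no enzyme DMSO wells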
hcDAF12 agonist = H. contortus DAF-12 nuclear receptor activators, primary screen, cell-based, luminescence, HEK293, lit1-tk-luc reporter; AID 652067, 2013; 370,000 tested, 1.4% active; HEK293 hcDAF-12 lit1-tk-luc reporter; 0% DMSO, 100% Δ7-dafachronic acid; activation, % at 6.8 µM;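 active = activation above the mean of all tested compounds plus 3 SD, cut at about 5.5% in these data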;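 note: 100% = response to 3 µM Δ7-dafachronic acid high control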
DAX1 inh-2 = DAX1 (NR0B1) inhibitors, primary screen, cell-based, HEK293, Gal4-DAX1, luciferase luminescence. Nuclear receptor subfamily 0 group B member 1 (Homo sapiens), P51843. HEK293 Gal4-DAX1 luciferase reporter. inhibition, % at 6.75 µM. 340,000 tested, 0.99% active. AID 504766, 2011;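 active = inhibition above the mean over all tested compounds plus 3 SD, cut at about 4.2% in these data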;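 note: 0% = DAX1-transfected cells with DMSO and 100% = empty-vector control cells with DMSO; inhibition shows as a rise in luminescence from relieved DAX1 repression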
SMARCA2 act = SMARCA2 (BRM) function activators, primary screen, cell-based, luminescence, high throughput; MG213 cells, MMTV-luciferase reporter, dexamethasone, overnight; activation, % at 9.1 µM; 370,000 tested, 1% active; in the data active = activation above about 7.8%;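 note: 0% = vehicle wells and 100% = reference activator wells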
hgDAF12 agonist = H. glycines DAF-12 receptor agonists, primary screen, cell-based, luminescence, HEK293, GAL4 fusion, UAS-luciferase. Nuclear hormone receptor DAF-12 (Heterodera glycines), GAL4 fusion. HEK293 GAL4-hgDAF12 UAS-luciferase reporter, agonist luminescence; normalized to butyrate control. activation, % at 6.8 µM. 370,000 tested, 1.8% active;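 active = activation above a cutoff set at the mean of all screened compounds plus 3 SD, cut at about 10% in these data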;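 note: 0% = DMSO wells and 100% = sodium butyrate wells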
PLC-beta3 inh = human PLC-beta3 inhibitors, primary screen, biochemical, fluorescence. inhibition, % at 12.2 µM. 1-phosphatidylinositol 4,5-bisphosphate phosphodiesterase beta-3 (Homo sapiens), Q01970. Purified PLC-beta3, fluorogenic substrate. 370,000 tested, 0.18% active; in the data active = inhibition above about 11%;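 note: 0% = median of compound wells on plate and 100% = full blocker control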
Target sequence (Q01970 whole entry, looked up): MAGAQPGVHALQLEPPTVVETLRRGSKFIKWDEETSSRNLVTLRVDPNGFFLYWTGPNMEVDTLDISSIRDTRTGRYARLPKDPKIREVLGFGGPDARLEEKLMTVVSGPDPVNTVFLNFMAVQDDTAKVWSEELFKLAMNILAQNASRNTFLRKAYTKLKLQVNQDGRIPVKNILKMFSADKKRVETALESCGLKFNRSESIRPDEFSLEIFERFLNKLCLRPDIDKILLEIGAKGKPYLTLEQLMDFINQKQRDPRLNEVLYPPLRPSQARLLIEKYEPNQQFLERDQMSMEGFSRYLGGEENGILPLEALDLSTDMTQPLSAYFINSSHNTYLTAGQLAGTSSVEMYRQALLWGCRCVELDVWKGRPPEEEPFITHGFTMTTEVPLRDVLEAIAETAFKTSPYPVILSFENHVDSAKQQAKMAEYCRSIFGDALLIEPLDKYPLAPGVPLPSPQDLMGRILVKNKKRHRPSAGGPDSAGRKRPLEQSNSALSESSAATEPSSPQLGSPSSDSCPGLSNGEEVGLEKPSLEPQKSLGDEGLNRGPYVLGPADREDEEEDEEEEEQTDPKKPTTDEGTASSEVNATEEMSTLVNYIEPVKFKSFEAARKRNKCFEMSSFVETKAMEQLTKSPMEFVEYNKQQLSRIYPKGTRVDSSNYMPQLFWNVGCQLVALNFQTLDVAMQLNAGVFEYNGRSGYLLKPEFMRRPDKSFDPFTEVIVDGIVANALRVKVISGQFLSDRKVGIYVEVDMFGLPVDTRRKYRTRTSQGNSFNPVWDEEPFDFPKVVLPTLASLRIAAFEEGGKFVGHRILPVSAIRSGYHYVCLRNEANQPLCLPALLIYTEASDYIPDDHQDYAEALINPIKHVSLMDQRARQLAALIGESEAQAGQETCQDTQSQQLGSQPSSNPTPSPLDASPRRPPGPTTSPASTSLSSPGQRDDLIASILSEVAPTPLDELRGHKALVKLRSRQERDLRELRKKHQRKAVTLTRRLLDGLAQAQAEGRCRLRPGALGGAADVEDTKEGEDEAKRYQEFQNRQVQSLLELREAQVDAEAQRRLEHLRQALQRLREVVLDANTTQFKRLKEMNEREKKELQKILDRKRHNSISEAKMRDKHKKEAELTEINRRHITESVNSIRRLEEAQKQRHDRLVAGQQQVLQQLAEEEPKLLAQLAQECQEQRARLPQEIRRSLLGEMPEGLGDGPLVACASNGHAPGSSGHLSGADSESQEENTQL
ssDAF-12 act = S. stercoralis DAF-12 nuclear receptor activators, primary screen, cell-based, luminescence, HEK293, GRIP1 co-expression, lit1-tk-luc | activation, % at 6.8 µM | Nuclear hormone receptor DAF-12 (Strongyloides stercoralis) | HEK293 ssDAF-12/GRIP1 lit1-tk-luc reporter; % of 3 µM dafachronic acid response | 370,000 tested, 1% active;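 active = activation above the mean over all tested compounds plus 3 SD, cut at about 0.9% in these data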;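 note: 0% = DMSO-only wells and 100% = 3 µM delta7-dafachronic acid wells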
PG9 Ab binder = binders of HIV-1 gp120 antibody PG9, primary screen, biochemical, TR-FRET; HIV-1 gp120 / PG9 antibody interaction; TR-FRET gp120-PG9 antibody binding; inhibition, % at 6.7 µM; 360,000 tested, 0.43% active; AID 624416, 2012; in the data active = inhibition above about 8.5%
NR1D1 modulator = modulators of Rev-erb alpha DNA binding, primary screen, biochemical, FITC-DNA, fluorescence polarization, uHTS; 370,000 tested, 0.79% active; AID 1259318, 2017; Nuclear receptor subfamily 1 group D member 1 (Homo sapiens), P20393; activity, % at 10 µM; Rev-erbα–FITC-DNA binding, 90 min;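 active = activity above about 14%, limit read from the data; passing the limit was not always enough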;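 note: 0% = DMSO wells with 35 nM protein and 100% = DMSO wells with 750 nM protein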
An asterisk follows results filed as active; i = inactive; · = no result given.

SMILES	DAX1 inh-1	FXN GAA850 act	HGIII-sPLA2 inh	hcDAF12 agonist	DAX1 inh-2	SMARCA2 act	hgDAF12 agonist	PLC-beta3 inh	ssDAF-12 act	PG9 Ab binder	NR1D1 modulator
CCCCNC(=O)C1CCCN(S(=O)(=O)CC)C1 (stereo not drawn)	0.1	0.5	4.7	-0.6	1.4	-1.7	1.5	-1.6	-1.6	-1.1	-3.3
Cn1nccc1-c1cc(Cl)cc(Cl)c1O	-0.5	-0.8	0.9	-2.3	·	-1.5	-0.1	-31.9	-1.6	0.3	0.2
Cc1ccnc(SCc2cc(=O)c(OC(=O)c3ccc(Cl)c([N+](=O)[O-])c3)co2)n1	0.4	-0.2	-0.5	0.2	-0.1	0.0	-0.7	-1.3	-1.5	-0.3	-3.0
O=C(COc1ccccc1[N+](=O)[O-])N/N=C/c1ccc(O)c([N+](=O)[O-])c1	0.1	1.8	-0.2	-0.6	0.4	-1.5	-0.2	6.3	-1.0	-1.9	0.5
O=C(O)c1sc2ncccc2c1OCc1ccccc1	0.6	2.1	-1.4	0.4	-1.0	1.7	-3.5	-3.1	-0.6	-1.4	0.3
C[n+]1c2n(c3ccccc31)N=C(c1ccc(Cl)cc1)CS2	-2.7	-2.3	-25.5	-2.0	-4.2	-5.0	-8.2	2.9	-2.1	-1.8	-2.0
CCN(CC(=O)Nc1cc(Cl)ccc1C)C(=O)Cn1c(=O)cnc2ccccc21	-0.5	0.6	7.3	-1.2	0.6	1.0	-0.6	1.7	-0.9	-0.7	-0.6
CN(CC(=O)Nc1ccccc1Br)C(=O)c1cc(S(=O)(=O)N(C)C)ccc1N1CCCC1	0.9	-0.6	-10.8	-1.9	-1.0	0.7	-0.8	-5.7	-1.1	-0.4	-1.9
O=C(COc1ccccc1F)NCC(c1ccc(F)cc1)N1CCOCC1 (stereo not drawn)	1.8	2.0	4.7	0.8	0.3	-0.6	0.8	-7.5	-1.4	-0.6	-7.2
O=C(O)c1ccc(NC(CSCc2ccccc2F)C(=O)O)c([N+](=O)[O-])c1 (stereo not drawn)	0.1	0.7	15.1	0.8	0.5	-0.6	0.5	0.3	-0.1	0.6	0.1
C=CCN(CC=C)Cc1c(O)ccc2c(=O)c(-c3ccccc3)coc12	-0.7	1.8	-8.0	-2.2	-1.6	0.4	-0.5	i	-1.4	-0.1	-3.8
Cc1cc(SCC(=O)c2ccc3c(c2)OCO3)nc2ccccc12	0.1	1.1	-31.4	-0.9	-0.3	-0.6	-0.9	-2.9	-0.6	-3.2	-0.5
O=C(CN1C(=O)NC(c2ccccc2)(c2ccccc2)C1=O)NCc1ccco1	-0.5	-1.5	-5.9	-1.5	0.9	-1.5	0.4	-0.1	-0.9	-2.3	2.5
CCC(C)c1ccccc1OCC(=O)NN1C(=O)c2ccccc2C1=O (stereo not drawn)	-0.2	-0.2	-7.8	-0.2	1.4	1.3	1.2	-3.0	-0.7	-1.0	-1.9
Cc1ccc(OCCn2cnc3sc(C(N)=O)c(C)c3c2=O)cc1	-0.6	·	-1.2	-1.8	·	2.5	-1.0	-6.8	-1.9	-1.9	-3.6
CCOc1ccc(NS(=O)(=O)c2ccc(OCC)c3ncccc23)cc1	-1.6	0.1	-11.4	-2.2	-1.2	-1.8	-1.9	1.5	-1.5	1.0	-0.2
CC(C)Oc1ccc(F)cc1-c1cc(C(=O)NCc2ccc(C(F)(F)F)cc2)[nH]n1	-1.1	-0.8	0.3	0.0	·	-5.5	0.4	0.9	-1.1	0.5	-9.7
Cc1c(C(=O)N2CCOCC2)oc2ccc(S(=O)(=O)N3CCCC3)cc12	-0.4	2.9	-1.4	-1.6	-1.4	-2.1	1.6	3.9	-1.1	-0.3	2.2
Nc1c(N(Cc2ccco2)C(=O)COc2ccc(Cl)cc2)c(=O)[nH]c(=O)n1Cc1ccccc1	-1.0	0.9	-0.3	1.1	0.7	-1.2	1.1	-11.0	-1.3	-0.5	-0.9
CC1(C)CC(=O)C=C(c2ccc(-c3ccc(S(C)(=O)=O)cc3)cc2)C1=O	-1.0	-1.7	-10.7	-0.6	-1.5	-0.7	6.8	-10.4	-0.8	0.0	-3.5
CCCCSc1ccc2nc(-c3ccc(C#N)cc3)cn2c1	-0.5	5.3	-13.4	1.4	-1.4	2.9	4.5	-306.6	-1.4	-0.3	2.2
O=C(NNc1ccc([N+](=O)[O-])cc1)C12CC3CC(CC(C3)C1)C2	-1.3	3.0	2.1	-1.5	-1.1	2.9	-1.4	2.1	-1.6	-1.9	2.0
CNC(=O)C1=C(C)Nc2nc3ccccc3n2C1c1cccc(OC)c1 (stereo not drawn)	-0.3	-2.3	-0.6	0.6	0.7	-3.0	3.3	-13.1	-0.5	0.2	-5.4
CCN(CC)CCCN1C(=O)C(O)=C(C(=O)c2ccco2)C1c1ccc(C)o1 (stereo not drawn)	0.2	1.4	2.2	4.3	0.8	3.8	-0.4	-4.1	-0.2	-0.3	-1.6
O=c1oc2ccccc2n1CCCOc1ccccc1	1.9	2.9	-0.4	1.0	2.2	5.2	10.7*	3.3	-1.1	0.9	3.3
O=C1CCCC(O)=C1C=NCc1ccccc1	-0.1	-1.5	4.7	0.1	0.0	-2.6	-0.2	-6.6	-1.1	-2.1	1.4
COC(=O)c1ccccc1OCCOCCOc1cccc2ccc(C)nc12	-0.2	-2.9	-2.2	-2.2	2.6	-3.9	1.6	-62.8	0.2	0.5	-2.3
Cc1nnc(N2C(=O)c3ccc(Br)cc3C2=O)s1	0.1	-1.6	4.1	-0.2	1.5	4.5	-1.2	-1.0	-1.3	0.1	-2.2
CN(CC(=O)Nc1ccccc1Br)C(=O)CCSc1ccc(F)cc1	-1.7	-0.8	-3.0	0.1	-1.8	-2.0	-0.6	-7.0	-1.5	0.4	10.8
Cc1ccc(SCc2cc(=O)n(C)[nH]2)cc1	-0.2	1.2	-2.8	3.5	-1.3	4.6	-1.4	5.8	-1.5	-2.6	-3.8
CCC1CCCCN1CCNS(=O)(=O)c1ccc2c(c1)CCN2C(C)=O (stereo not drawn)	-0.2	3.1	3.2	1.6	0.6	-2.7	-2.0	-1.6	-1.2	1.5	0.8
O=C(NCCN1CCOCC1)c1ccc(Cl)cc1[N+](=O)[O-]	0.1	-0.9	1.6	-0.2	0.8	-1.2	1.4	-3.0	-1.3	-1.1	-3.2
O=C(c1ccccc1)c1coc2c1C(=O)c1ccccc1C2=O	0.7	3.3	11.6	5.3	-1.5	3.6	3.5	-1.1	0.2	2.2	-0.5
NS(=O)(=O)c1cnccc1Oc1cccc(Cl)c1	0.6	-0.6	-3.1	-0.4	0.5	-0.2	-0.7	-1.6	-0.9	-0.9	-4.4
COc1ccc(S(N)(=O)=O)cc1C(=O)NCC(C)(C)N1CCOCC1	0.1	2.4	-3.3	-1.4	-1.6	-0.4	1.4	-3.1	-1.2	-2.4	0.9
CCc1ccccc1NC(=O)CN(C)C(=O)CSc1nnc(Nc2ccc(C)cc2)s1	-0.7	-1.0	-8.9	-2.9	-0.2	-0.5	-0.5	-2.1	-1.4	-1.3	7.5
O=C(COC(=O)c1cccnc1Cl)Nc1ccc(S(=O)(=O)N2CCOCC2)cc1	-0.3	-0.7	-11.9	-1.5	0.3	-3.8	-0.4	3.3	-0.9	-0.9	-6.3
O=C(O)c1ccc(S(=O)(=O)N2CCOCC2)o1	0.0	-1.9	0.8	1.6	6.4*	-1.0	0.4	-4.4	-0.5	-1.4	3.5
CCOC(=O)[C@]12CCCC=C1N(Cc1ccc(Cl)cc1Cl)C(=O)[C@H](CC(=O)NCC1CCCCC1)C2	-0.3	·	0.2	-1.1	·	-3.3	2.7	0.1	-0.8	1.4	-7.8
CCCCOC(=O)c1ccc(NC(=O)c2c(Cl)ccc(Cl)c2OC)cc1	-0.7	0.9	-11.7	-2.2	-0.4	-1.8	-0.5	0.7	-1.3	-1.8	1.3
COCCn1c(C)cc(C(=O)COC(=O)c2ccc(-n3nc(C)cc3C)cc2)c1C	0.8	-0.1	4.8	-0.7	-0.8	0.3	-2.8	-0.1	-0.8	-0.6	4.6
O=C1C2CC=C(Cl)CC2C(=O)N1CCCCCCN1C(=O)C2CC=C(Cl)CC2C1=O (stereo not drawn)	1.0	-0.8	-21.8	-1.3	-0.3	-2.9	-1.5	-55.5	-0.8	2.0	-4.9
COCCCn1c(=O)c2ccccc2n(CC(=O)Nc2ccc3c(c2)OCCO3)c1=O	-1.0	-0.5	-4.5	-2.5	-0.1	-0.9	-1.6	0.3	-0.7	-2.3	-5.6
COc1cc(C(=O)NNC(=S)NCc2ccco2)cc(OC)c1OC	-1.2	2.5	10.5	-1.9	0.5	-0.1	-1.1	-7.1	-1.1	-0.2	1.1
CN(C)CCNC(=O)c1ccccc1	0.9	-2.7	2.9	1.7	3.0	-1.9	-0.8	2.2	-0.8	-0.8	-3.2
Cc1ccc(C(=O)NC(NC(=O)c2ccc(C)cc2)C(Cl)Cl)cc1	-0.1	3.6	3.7	0.9	-1.2	0.4	-3.0	0.2	-1.4	-0.3	-4.4
Cc1cc2nccc(-c3ccccn3)n2n1	-0.1	0.4	1.1	2.0	1.3	1.0	-2.4	-12.5	-1.9	1.5	-0.2
Cc1cc(C)n(-c2ccc(C(=O)Nc3ccc(N4CCOCC4)cc3)cc2)n1	-0.9	-0.9	1.3	-0.2	0.1	-1.6	2.3	2.0	-1.0	-2.8	-0.5
Cc1ccccc1C(=O)NN1CC(C(=O)OCc2ccc(Cl)c(Cl)c2)CC1=O (stereo not drawn)	-1.0	0.0	-13.3	-0.8	0.6	-2.2	-0.3	-12.8	-0.6	-1.5	3.9
O=C(CSc1nnnn1-c1cccc2c1CCCC2)N1CCCC1	-0.9	-0.5	5.2	-0.8	-0.4	-3.9	-2.6	-3.5	-1.3	1.4	-2.9
CCn1ccnc1CNC(=O)CC1C(=O)NCCN1Cc1ccc(F)cc1Cl (stereo not drawn)	0.1	4.0	-3.2	1.6	-0.2	0.2	0.6	-19.6	-1.1	-1.3	7.2
